rCAG RNA binder = r(CAG) repeat RNA binding | TO-PRO-1 dye displacement fluorescence | inhibition, % at 3 µM | 370,000 compounds, 1.3% hits | AID 651821;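 active = inhibition above the plate cutoff, the mean of all test compounds on that plate plus 3 SD, cut at about 35% in these data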;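 note: 0% = DMSO alone and 100% = 100 µM mitoxantrone as full dye displacement; higher means more dye released from RNA so lower well fluorescence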
HTRA1 inh = blocks human HTRA1 serine peptidase. 340,000 compounds, 0.5% hits. recombinant HTRA1, FP-rhodamine activity-based probe, fluorescence polarization. inhibition, % at 5.96 µM; in the data active = inhibition above about 36%;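 note: 0% = enzyme with DMSO and 100% = wells lacking enzyme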
ABHD4 inh = inhibits mouse alpha/beta hydrolase domain 4; 370,000 compounds, 0.54% hits; purified mABHD4, FP-Rh probe fluorescence polarization; inhibition, % at 8.92 µM; AID 720543;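 active = inhibition exceeding the mean over every tested compound plus 3 SD, cut at about 30% in these data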;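 note: 0% = plate median of compound wells and 100% = S159A mutant with DMSO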
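Assay system: wild-type mouse ABHD4 protein; compound: single nominal dose of 8.92 µM, 0.89% DMSO final; schedule: 45 min + 60 min at 25 °C; measured by: FP readout, ex 525 nm / em 598 nm; evaluation: % inhibition of FP-Rh probe binding versus controls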
LEDGF integ inh = blocks HIV-1 LEDGF/p75-dependent DNA integration. inhibition, % at 3.7 µM. 370,000 compounds, 0.64% hits. TR-FRET IN-LEDGF/p75 DNA integration, Eu/Cy5;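 active = inhibition above the screen-wide mean plus 3 SD, cut at about 13% in these data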;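 note: signal is the Cy5 over europium emission ratio at 671 and 618 nm; 0% = plate median of compound wells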
TDP2 inh = blocks human TDP2 phosphodiesterase activity | O95551 | recombinant TDP2, T5PNP hydrolysis, p-nitrophenol absorbance 415 nm | inhibition, % at 12.8 µM | 370,000 compounds, 0.34% hits | AID 720702;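 active = inhibition above the mean of all tested compounds plus 3 SD, set per campaign, cut at about 25% in these data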;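 note: 0% = DMSO with enzyme and 100% = buffer with substrate but no TDP2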
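Material: recombinant human TDP2; quantity: TDP2 enzyme at 120 nM final; medium: Tris-HCl pH 7.5 with MgCl2; compound: single concentration, 12.8 µM nominal, with 1% DMSO; incubation: 2 h enzyme incubation at 37 °C; signal: epi absorbance; measure: percent inhibition; benchmarks: high control without enzyme, low control DMSO plus TDP2; repeats: singlicate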
NR1D1 modulator = modulates human Rev-erb alpha binding to DNA; activity, % at 10 µM; Rev-erbα–FITC-DNA binding, fluorescence polarization, 90 min; P20393; 370,000 compounds, 0.79% hits;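 active = activity above about 14%, limit read from the data; passing the limit was not always enough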;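 note: 0% = DMSO wells with 35 nM protein and 100% = DMSO wells with 750 nM protein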
Target sequence (P20393 whole entry, looked up): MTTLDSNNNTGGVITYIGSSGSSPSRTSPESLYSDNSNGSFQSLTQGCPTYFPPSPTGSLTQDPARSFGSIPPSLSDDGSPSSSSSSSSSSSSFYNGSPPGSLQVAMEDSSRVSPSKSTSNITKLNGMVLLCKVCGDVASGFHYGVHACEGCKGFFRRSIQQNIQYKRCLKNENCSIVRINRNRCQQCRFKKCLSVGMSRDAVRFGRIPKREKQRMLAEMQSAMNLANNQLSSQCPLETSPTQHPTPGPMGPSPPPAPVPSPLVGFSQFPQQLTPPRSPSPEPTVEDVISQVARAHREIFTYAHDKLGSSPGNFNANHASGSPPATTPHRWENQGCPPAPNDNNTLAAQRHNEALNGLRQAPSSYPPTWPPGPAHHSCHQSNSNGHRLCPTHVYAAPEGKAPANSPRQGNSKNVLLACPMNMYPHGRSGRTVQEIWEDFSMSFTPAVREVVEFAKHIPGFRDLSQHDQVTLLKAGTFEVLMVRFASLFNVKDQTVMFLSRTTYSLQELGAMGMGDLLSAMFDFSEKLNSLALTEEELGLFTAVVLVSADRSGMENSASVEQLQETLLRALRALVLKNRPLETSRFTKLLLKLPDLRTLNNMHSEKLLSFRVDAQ
PG9 Ab binder = PG9 antibody binding by small molecule; TR-FRET gp120-PG9 antibody binding; inhibition, % at 6.7 µM; 360,000 compounds, 0.43% hits; AID 624416; in the data active = inhibition above about 8.5%
TCR CD3 inh = blocks the human TCR-CD3 interaction; 360,000 compounds, 0.37% hits; TAMRA-labeled TCR probe fluorescence, biochemical; inhibition, % at 9.4 µM; in the data active = inhibition above about 19%;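 note: recombinant mutant TCR 2C K166C tagged with TAMRA read by polarization; 0% = receptor in buffer alone and 100% = receptor with positive control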
PRMT1 FP inh = blocks human protein arginine methyltransferase 1. Q99873. recombinant PRMT1, activity-based probe fluorescence polarization. inhibition, % at 2.79 µM. 370,000 compounds, 1.3% hits. AID 652257;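 active = inhibition above about 21% made by adding two undisclosed values, limit read from the data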
SIAE inh = inhibitors of human sialic acid acetylesterase SIAE | Q9HAT2 | SIAE FP-Rh probe binding, fluorescence polarization | inhibition, % at 9.66 µM | 370,000 compounds, 0.69% hits | AID 1053197;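 active = inhibition above a cutoff: mean of compounds within the control limits plus 3 SD of those, cut at about 17% in these data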;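 note: 0% = plate median of compound wells and 100% = probe without SIAE protein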
Target sequence (Q9HAT2 whole entry, looked up): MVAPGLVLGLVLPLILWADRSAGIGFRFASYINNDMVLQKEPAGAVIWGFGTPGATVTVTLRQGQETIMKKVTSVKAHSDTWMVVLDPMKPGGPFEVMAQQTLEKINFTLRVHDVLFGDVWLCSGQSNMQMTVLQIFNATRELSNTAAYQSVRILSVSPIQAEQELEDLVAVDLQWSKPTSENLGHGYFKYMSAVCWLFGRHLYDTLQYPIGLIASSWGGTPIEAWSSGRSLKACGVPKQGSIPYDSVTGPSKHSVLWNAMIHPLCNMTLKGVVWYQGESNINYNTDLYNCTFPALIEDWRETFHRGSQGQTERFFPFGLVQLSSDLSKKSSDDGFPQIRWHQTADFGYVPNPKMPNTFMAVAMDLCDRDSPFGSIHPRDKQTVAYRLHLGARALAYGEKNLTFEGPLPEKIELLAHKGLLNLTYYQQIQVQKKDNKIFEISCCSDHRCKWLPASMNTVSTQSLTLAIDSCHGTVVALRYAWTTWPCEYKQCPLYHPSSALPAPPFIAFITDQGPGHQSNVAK
Active calls of the source: *; . = not tested or not shown. An excerpt. The share of hits here may be higher or lower than overall.

SMILES | rCAG RNA binder | HTRA1 inh | ABHD4 inh | LEDGF integ inh | TDP2 inh | NR1D1 modulator | PG9 Ab binder | TCR CD3 inh | PRMT1 FP inh | SIAE inh
CCCn1c(CN2CCN(C(C)=O)CC2)nc2cc(S(=O)(=O)N(C)C)ccc21 | 1.5 | -3.4 | 3.5 | -2.1 | 0.7 | 5.0 | -2.1 | -0.9 | 0.8 | 0.5
CC(C)C(=O)Nc1ccnc(-c2cccnc2)n1 | -0.6 | 0.1 | 4.3 | 3.4 | -4.0 | -1.4 | -0.2 | 6.1 | 1.2 | 0.7
CCc1nc(NCCC(C)C)c2nnn(Cc3ccccc3)c2n1 | -3.9 | -3.9 | -2.9 | -1.0 | 8.4 | 3.1 | -0.4 | -1.1 | 3.6 | -0.1
CC(C)NC(=O)c1ccc2c(c1)N(CC(=O)Nc1ccccc1F)C(=O)C(C)(C)O2 | -2.1 | 4.6 | -0.7 | -2.6 | 7.9 | 4.1 | -1.6 | 6.4 | -0.5 | 1.1
O=C(NCCCc1ccccc1)c1cc(COc2ccc(F)cc2Cl)on1 | -6.4 | -25.6 | -29.2 | 0.2 | 6.1 | 2.8 | 0.1 | 4.8 | -1.7 | -2.0
CC(C)CCNC(=O)C(NS(=O)(=O)c1ccc2c(c1)c(=O)n(C)c(=O)n2C)c1ccccc1 (configuration not stated) | -1.8 | 4.3 | -2.0 | -5.1 | 2.0 | 2.3 | -0.2 | 3.8 | 21.1* | -5.7
Fc1ccc(Nc2nc(-c3ccncc3)nc3ccccc23)cc1F | 2.8 | -12.3 | 1.2 | -0.3 | -10.0 | -21.9 | -2.9 | 3.4 | -1.1 | -24.5
CCOc1ccc(NC(=O)CN(C)C(=O)CCC2CCCCC2)cc1OCC | 0.8 | -2.5 | 5.7 | -1.4 | -4.9 | 1.9 | 2.3 | 0.1 | -2.3 | 4.8
Cc1cc(OC(C)C(=O)NCC2CCC(C(=O)O)CC2)c2c(C)cc(=O)oc2c1 (configuration not stated) | -1.8 | 0.3 | 6.1 | -2.4 | 2.9 | -2.4 | 0.6 | -9.7 | 1.0 | 1.4
O=C(/C=C/c1cccnc1)c1ccc(F)c(F)c1 | 3.1 | -0.8 | 1.4 | 6.3 | 2.7 | -0.3 | -0.3 | 9.8 | 8.2 | -1.3
CCCOc1cccc(C2C(C(=O)c3cccs3)=C(O)C(=O)N2Cc2cccnc2)c1 (configuration not stated) | -0.2 | -1.3 | 3.7 | 1.6 | 8.3 | 8.8 | 0.2 | 3.0 | -3.9 | 3.2
O=C(c1cccs1)N1CCN(C(=O)N2CCOCC2)CC1 | -2.2 | -1.0 | 4.3 | 0.4 | 17.5 | -1.3 | 0.7 | -1.3 | -2.9 | 1.3
CN(CC1CCOCC1)C(=O)CC1C(=O)NCCN1Cc1ccccc1F (configuration not stated) | -3.6 | 7.0 | 11.8 | -0.3 | -3.7 | 3.6 | -1.4 | -0.6 | 6.9 | 3.8
O=C(CSC1=NCCS1)Nc1ccc(S(=O)(=O)NC2CCCCC2)cc1 | 8.6 | -14.8 | -12.2 | -0.8 | 7.5 | -0.2 | -1.6 | 2.8 | 29.3* | 0.8
Cc1ccc(CN2CC(C(=O)Nc3cc(S(C)(=O)=O)ccc3Cl)CC2=O)cc1 (configuration not stated) | 3.7 | -4.8 | 4.3 | -2.0 | -8.3 | 4.4 | 1.3 | -4.1 | 1.0 | -2.7
CCC(CC)NC(=O)/C=C/c1cccc([N+](=O)[O-])c1 | 1.8 | 10.3 | -2.2 | 0.0 | -1.5 | 0.6 | -0.5 | -0.6 | 6.9 | -2.2
O=C(NCCc1c[nH]c2ccccc12)c1cc([N+](=O)[O-])cc([N+](=O)[O-])c1 | 2.5 | -2.1 | 3.8 | -4.3 | -8.0 | 9.8 | -0.8 | 1.4 | 2.2 | 3.5
O=S(=O)(NCc1ccccc1)c1cccc2cccnc12 | -2.6 | -3.5 | 1.4 | 1.9 | 3.6 | -3.8 | 0.0 | -2.5 | 0.8 | -1.1
CC(C)CN1CCN=C1N(C)C | 0.8 | 6.2 | 5.5 | -0.2 | 17.3 | -2.0 | -0.8 | 6.0 | 0.1 | 3.9
CC(=O)c1ccc(OCC(=O)Nc2cccc(C(=O)Nc3c(C)n(C)n(-c4ccccc4)c3=O)c2)cc1 | 1.5 | 11.9 | 4.7 | -4.2 | 5.8 | 5.0 | 2.3 | -6.3 | 0.9 | 1.2

Single records (already shown). Screens in order: rCAG RNA binder | HTRA1 inh | ABHD4 inh | LEDGF integ inh | TDP2 inh | NR1D1 modulator | PG9 Ab binder | TCR CD3 inh | PRMT1 FP inh | SIAE inh
Record of CCCn1c(CN2CCN(C(C)=O)CC2)nc2cc(S(=O)(=O)N(C)C)ccc21 : 1.5 | -3.4 | 3.5 | -2.1 | 0.7 | 5.0 | -2.1 | -0.9 | 0.8 | 0.5
Record of CCc1nc(NCCC(C)C)c2nnn(Cc3ccccc3)c2n1 : -3.9 | -3.9 | -2.9 | -1.0 | 8.4 | 3.1 | -0.4 | -1.1 | 3.6 | -0.1
Record of CCOc1ccc(NC(=O)CN(C)C(=O)CCC2CCCCC2)cc1OCC : 0.8 | -2.5 | 5.7 | -1.4 | -4.9 | 1.9 | 2.3 | 0.1 | -2.3 | 4.8

(further entries)
SMILES | rCAG RNA binder | HTRA1 inh | ABHD4 inh | LEDGF integ inh | TDP2 inh | NR1D1 modulator | PG9 Ab binder | TCR CD3 inh | PRMT1 FP inh | SIAE inh
COC(=O)c1ccc(CN2C(=O)NC(Cc3c[nH]c4ccccc34)C2=O)cc1 (configuration not stated) | 1.3 | -8.3 | -3.0 | 6.4 | -2.3 | 15.1 | -0.6 | 2.2 | -2.4 | 6.4
O=C(Nc1ccccc1N1CCCCC1)c1ccc(Cl)c([N+](=O)[O-])c1 | 0.9 | -9.9 | -5.0 | -3.0 | -18.5 | 5.4 | -1.9 | 5.2 | 0.0 | -2.4
CCc1nc2c(OCc3ccc(C#N)cc3)cccn2c1N(C)C(=O)c1ccc(C)cc1 | 0.7 | . | 0.5 | 0.4 | -0.4 | -0.9 | -0.8 | 1.9 | -2.9 | -3.1
COc1ccc(Oc2c(-c3ccc(O)cc3O)n[nH]c2C)cc1 | 1.2 | 5.8 | -7.1 | 0.3 | -11.7 | -5.3 | -0.7 | -3.9 | 1.8 | 6.7
CCOc1ccccc1C(=O)OCC(=O)NCC1CCCCC1 | -9.4 | 4.0 | 3.4 | -0.7 | -3.9 | -2.2 | 0.0 | -3.0 | 5.5 | 7.7
c1cncc(-c2nnc(-c3cccnc3)nn2)c1 | -0.5 | 4.5 | -5.4 | -2.5 | 5.4 | 1.6 | -3.6 | 0.7 | 2.1 | -2.8
CC(C)Cc1n[nH]c(=O)[nH]1 | -1.2 | 8.6 | 3.0 | -3.3 | -4.0 | 2.9 | -0.3 | 3.2 | -0.1 | -6.0
CC1Cc2ccccc2N1C(=O)COC(=O)c1ccc(Cl)nc1 (configuration not stated) | 0.6 | -1.2 | -5.7 | -3.0 | 5.6 | -5.0 | 0.1 | -6.1 | -1.9 | -0.5
COc1ccc(CN2CCC(Cc3ccccc3)CC2)c(C)c1C | -4.9 | -4.6 | 14.2 | -2.0 | -11.2 | -2.7 | -0.3 | 4.7 | 1.7 | 0.0
Cc1ccc(-c2nnc(NC3CCCC3)s2)cc1 | -1.8 | -18.1 | -8.2 | -3.4 | -0.9 | -6.4 | 0.0 | -6.1 | -1.7 | -4.5
CCn1c(=O)c(=O)[nH]c2cc(C(=O)Nc3ccc(S(=O)(=O)N4CCCC4)cc3)ccc21 | 14.2 | -20.4 | -17.8 | -1.1 | -2.0 | -4.1 | 2.2 | -3.8 | -0.9 | -29.9
O=C(NC(=O)N1CCN(c2ccc(F)cc2)CC1)c1ccccc1 | -4.3 | 2.8 | 8.4 | 1.8 | -8.0 | -4.9 | -1.2 | 10.7 | -5.1 | -6.3
Cc1c(Cl)c(C(F)F)nn1CC(=O)NC1C(=O)N2C(C(=O)O)=C(CSc3nnnn3C)CSC12 (configuration not stated) | 20.4 | 1.7 | 6.4 | 1.1 | -3.0 | 1.9 | 2.1 | 5.0 | 35.5* | -1.0
Cc1ccc(N2C(=O)CC(Sc3nccc(C)n3)C2=O)cc1 (configuration not stated) | -1.0 | 3.3 | -0.4 | 1.9 | -6.6 | -5.5 | 0.3 | 7.2 | 4.3 | -5.3
O=C(COC(=O)c1cccc(F)c1)NC1CC1 | 2.6 | 1.6 | -3.0 | 1.4 | 11.9 | -0.7 | 1.5 | -0.1 | 3.2 | -12.1
COc1ccc(OC)c(NC(=O)Cc2ccc(NC3=NC4CS(=O)(=O)CC4S3)cc2)c1 (configuration not stated) | 5.7 | 15.8 | 4.8 | -0.6 | -7.3 | 5.8 | -2.2 | -6.6 | 2.4 | 4.3
O=C(CCc1nc2ccccc2[nH]1)NCc1ccc2c(c1)OCO2 | 0.3 | 0.7 | -8.3 | -5.1 | -4.7 | -2.5 | -0.5 | -5.3 | 0.0 | -0.2
Cc1noc(C)c1COc1ccccc1C(=O)N1CCN(S(=O)(=O)c2ccccc2C(F)(F)F)CC1 | -7.1 | -1.1 | 2.0 | -4.0 | -10.5 | 0.7 | 0.1 | -3.0 | 0.1 | 1.8
COc1ccc(/C=C2\SC(=S)N(CCCC(=O)Nc3ccccn3)C2=O)cc1OC | 6.4 | -5.4 | -11.2 | 0.4 | 5.5 | 1.1 | -3.1 | -2.1 | 1.0 | -5.4
Cc1ccc(S(=O)(=O)N2CCC(C(=O)NCc3ccncc3)CC2)cc1 | -0.7 | -0.1 | 4.9 | 4.2 | -5.5 | 4.2 | 0.2 | -3.0 | -0.9 | 0.3
CN1/C(=C\C=O)C(C)(C)c2ccccc21 | -2.8 | 0.1 | -16.0 | 0.8 | 9.4 | 7.9 | -0.2 | 2.0 | -1.1 | -15.9
COc1ccc(OCCN2CCC(C(=O)NC(c3ccccn3)c3ccccc3OC)CC2)cc1 (configuration not stated) | -0.6 | . | -8.5 | 1.9 | -8.4 | -2.1 | -1.3 | -4.9 | -9.1 | 6.3
CCCc1ccc(-c2cc(N)n[nH]2)cc1 | 3.7 | -4.0 | 11.2 | -0.6 | 9.6 | 1.3 | -0.6 | -1.6 | 1.6 | 9.3
COc1cc(/C=N/NC(=O)c2cccnc2)ccc1OC(=O)c1cc(OC)c(OC)c(OC)c1 | -2.8 | -7.2 | 1.7 | 3.6 | -6.1 | -3.4 | -2.3 | -0.4 | -2.4 | -9.1
CCOc1ccc(/C=C2\SC(=S)N(CCC(=O)Nc3ccc(C(=O)O)cc3)C2=O)cc1 | 17.6 | -3.4 | -14.5 | 3.8 | 14.4 | -6.9 | -2.0 | 4.7 | -0.8 | -3.7
CCOC(=O)c1cc2c(ccn2C)n1Cc1ccccc1Cl | -1.9 | -6.3 | -5.1 | -0.3 | -0.6 | 2.2 | -0.4 | -2.4 | 4.2 | 1.8
Cc1ccc(NC(=O)NCCN2CCN(C(=O)Nc3ccc(C)cc3)CC2)cc1 | 0.5 | 1.3 | -1.1 | -2.2 | 4.6 | -1.4 | -1.7 | 1.2 | -0.1 | -0.4
CCOC(=O)c1c(NC(=O)CN2CCCc3ccccc32)sc(C(C)=O)c1C | 0.8 | -8.3 | 5.8 | -1.2 | 4.9 | 8.8 | 0.1 | -2.3 | 0.0 | -3.0
